# ALOX12 inh = inhibitors of human 12S-lipoxygenase ALOX12. P18054. purified 12hLO, xylenol orange hydroperoxide absorbance. Potency, µM (titrated, usually from 108 µM), inactives show at the highest dose activity change, negative = inhibition, hits mostly inhibitors. hit rate 1.1% among 580,000. AID 1671190; also: % is scaled to controls: 0 for no effect and ±100 for the full control effect
#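 Purified human 12hLO at 150 nM in 25 mM Hepes, 0.01% Triton X-100, pH 7.0, preincubated 15 min at room temperature with compound. Reaction started with 40 uM arachidonic acid, 30 min at room temperature. Hydroperoxide measured by Fe-xylenol orange, 573/405 nm absorbance ratio.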
# RGS4 inh = inhibitors of human regulator of G protein signaling 4 | AID 504845 | hit rate 0.039% among 390,000 | Transcreener GDP fluorescence polarization, RGS4-accelerated GTP hydrolysis | Potency, µM (top dose mostly 114 µM), without a hit: top-dose activity change, negative = inhibition, hits mostly inhibitors; also: % is scaled to controls: 0 for no effect and ±100 for the full control effect; nearly all actives have a fitted effect of over 75% in size; some results filed as inactive show a strong effect at the top dose
# Target sequence (P49798 whole entry, looked up): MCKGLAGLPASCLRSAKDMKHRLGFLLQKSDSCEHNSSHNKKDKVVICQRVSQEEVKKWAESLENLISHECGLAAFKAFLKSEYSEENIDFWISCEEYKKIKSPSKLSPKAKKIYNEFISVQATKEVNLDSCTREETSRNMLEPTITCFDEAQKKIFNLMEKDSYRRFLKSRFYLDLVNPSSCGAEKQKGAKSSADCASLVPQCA
#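 MLSMR compounds (23 nl, pin-transferred) preincubated 10 min at room temperature with a 500nM (2x) first reagent, then RGS4 at 900nM (2x) plus Transcreener GDP mix added; fluorescence polarization (620/688 nm) read before and after 90 min at 30 °C.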
# mIDH1 inhibitor = blocks human mutant IDH1 R132H enzyme | O75874 | IDH1-R132H enzyme, NADPH consumption, diaphorase/resazurin fluorescence | Potency, µM (highest dose often 76.6 µM), for inactives: at the top dose activity change, negative = inhibition, usual class: inhibitors | hit rate 0.093% among 390,000 | AID 602179; also: % is scaled to controls: 0 for no effect and ±100 for the full control effect; nearly all actives have a fitted effect of over 65% in size
#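 IDH1-R132H (0.5 ug/mL) preincubated 30 min with compound, then NADPH (0.016 mM) and alpha-KG (2 mM) added; 80 min at RT, pH 7.5. Remaining NADPH coupled via diaphorase/resazurin to fluorescence (540/590 nm); concentration-response curves normalized to no-enzyme control.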
# USP1-UAF1 inh = blocks the human USP1/UAF1 deubiquitinase complex. O94782. recombinant USP1/UAF1, Ub-Rhodamine cleavage fluorescence. Potency, µM (doses to about 57.1 µM), for the others: top-dose activity change, negative = inhibition, hits mostly inhibitors. hit rate 0.23% among 390,000; also: % is scaled to controls: 0 for no effect and ±100 for the full control effect; nearly all actives have a fitted effect of over 60% in size; inactives centre near -12
# Target sequence (O94782 whole entry, looked up): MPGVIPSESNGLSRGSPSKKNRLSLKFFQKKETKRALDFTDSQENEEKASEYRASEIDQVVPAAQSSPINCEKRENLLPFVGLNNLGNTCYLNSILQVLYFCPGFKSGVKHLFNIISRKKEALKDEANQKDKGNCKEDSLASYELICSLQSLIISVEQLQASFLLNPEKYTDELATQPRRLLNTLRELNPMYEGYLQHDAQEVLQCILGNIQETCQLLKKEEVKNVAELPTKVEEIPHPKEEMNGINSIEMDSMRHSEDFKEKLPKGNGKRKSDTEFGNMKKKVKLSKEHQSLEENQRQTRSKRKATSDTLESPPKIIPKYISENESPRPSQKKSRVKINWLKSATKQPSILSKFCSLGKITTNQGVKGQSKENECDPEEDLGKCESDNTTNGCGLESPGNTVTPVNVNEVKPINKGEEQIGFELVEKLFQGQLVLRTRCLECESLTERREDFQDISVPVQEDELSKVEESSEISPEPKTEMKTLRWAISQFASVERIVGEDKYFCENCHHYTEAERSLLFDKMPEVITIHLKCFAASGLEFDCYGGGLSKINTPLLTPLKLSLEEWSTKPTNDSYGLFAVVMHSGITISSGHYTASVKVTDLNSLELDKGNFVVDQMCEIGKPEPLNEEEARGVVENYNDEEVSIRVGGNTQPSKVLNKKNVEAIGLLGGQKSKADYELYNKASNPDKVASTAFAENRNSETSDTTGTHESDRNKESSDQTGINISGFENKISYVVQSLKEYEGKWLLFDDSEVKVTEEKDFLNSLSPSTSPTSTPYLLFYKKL
#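 USP1/UAF1 complex at 1 nM was preincubated with compound for 15 min at room temperature, then Ub-Rho substrate (150nM final) was added. Fluorescence (480/540 nm) was read kinetically, 6 reads every 60 seconds.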
# Vif-A3G inh = inhibitors of Vif-APOBEC3G interaction; Q9HC16; HeLa A3G-eYFP + Vif (tagged APOBEC3G with the HIV-1 protein that degrades it), YFP fluorescence, overnight; Potency, µM (series often up to 46.1 µM), inactives show top-dose activity, negative = active, hits mostly inhibitors; hit rate 0.076% among 410,000; AID 602310;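 also: % is scaled to controls: 0 for no effect and ±100 for the full control effect; nearly all actives have a fitted effect of over 60% in size; hits raise eYFP signal because A3G escapes Vif-driven loss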
#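 HeLa cells stably expressing Vif and C-terminally eYFP-tagged A3G, seeded overnight at 37 deg C, then exposed to compound by pintool overnight at 37 deg C. Rise in yellow fluorescence (Ex 488/Em 500-530, Acumen) marks blocked Vif-driven A3G degradation.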
# Vif-A3F inh = Vif-A3F binding inhibition; HeLa A3F-eYFP + Vif (tagged APOBEC3F with the HIV-1 protein that degrades it), YFP fluorescence increase; AID 602313; hit rate 0.2% among 390,000; Potency, µM (doses to about 46.1 µM), inactives show top-dose activity, negative = active; also: % of control where 0% means no effect; nearly all actives have a fitted effect of over 65% in size
#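 HeLa cells stably expressing Vif plus C-terminally eYFP-tagged A3F were seeded, incubated overnight at 37 deg C, dosed with compound, incubated overnight again at 37 deg C. Yellow fluorescence (Ex 488/Em 500-530) reported blocked Vif-mediated A3F-eYFP degradation.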
# RXFP1 agonist = agonists of human relaxin receptor RXFP1; Potency, µM (highest dose often 57.5 µM), inactives show at the top dose activation, actives largely listed as activators; HEK293T-RXFP1 cAMP TR-FRET, 30 min; response scale: percent of porcine relaxin response, buffer zero; Q9HBX9; hit rate 0.3% among 370,000; also: % is scaled to controls: 0 for no effect and ±100 for the full control effect; nearly all actives have a fitted effect of over 60% in size; many of its hits are not listed in these tables
#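 Agonist response is measured as cAMP accumulation in an RXFP1-transfected HEK293T line under PDE4 inhibition. Values are scaled between buffer-only and 29 nM porcine relaxin, and EC50s come from standard Hill equation fits.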
# TrxR1 substrate = rat thioredoxin reductase 1 substrate activity; purified TrxR1 substrate turnover, NADPH consumption readout; Potency, µM (titrated, usually from 114 µM), for inactives: top-dose activity change, negative = substrate turnover; hit rate 0.01% among 390,000; AID 588456; also: % is scaled to controls: 0 for no effect and ±100 for the full control effect; nearly all actives have a fitted effect of over 50% in size
#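 Rat TrxR1, dispensed at 90 nM, was prereduced with 400 uM NADPH (final) for 5 min at ~22 deg C, then incubated with compound 15 min before 400 uM selenite. A first-read NADPH fluorescence drop versus no-compound background flagged substrates.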
# rTrxR1 inhibitor = blocks rat thioredoxin reductase 1. AID 588453. O89049. Potency, µM (top dose mostly 114 µM), for the others: at the top dose activity change, negative = inhibition, actives largely listed as inhibitors. recombinant rTrxR1, NADPH fluorescence consumption, selenite substrate. hit rate 1% among 390,000; also: % is scaled to controls: 0 for no effect and ±100 for the full control effect; nearly all actives have a fitted effect of over 65% in size
#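 Rat TrxR1 (90 nM in the dispensed reagent) was pre-reduced with 400 uM NADPH for 5 min at room temperature, then incubated with compound for 15 min. After 400 uM selenite was added, NADPH fluorescence (Ex 340/Em 450 nm) was followed for 8 min.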
# * hit, by the source's call; ? = inconclusive; . = not tested or not shown; [ ] = another dose, or the depositor's remark. Calls follow the shape of the dose curve; as a rule, active = well fitted curve in the direction sought with a large enough effect; inconclusive = small, poorly fitted or top-dose-only effect, or another doubt; inactive = no such curve, though single readings can be large; an effect the other way counts as inactive or inconclusive. Potency is read from the fitted curve at half-maximal effect.
canonical_smiles	RGS4 inh	TrxR1 substrate	rTrxR1 inhibitor	Vif-A3G inh	RXFP1 agonist	Vif-A3F inh	mIDH1 inhibitor	USP1-UAF1 inh	ALOX12 inh
COc1ccc(/C=N/NC(=O)c2c(C)nnn2-c2nonc2N)cc1OC	-8.5%	0.9%[57.1 µM]	17.6%[57.1 µM]	0.3%	1.1%	10.5%	1.6%	-14.0%	-14.4%
COc1ccccc1NS(=O)(=O)c1cccc(C(=O)N2CCN(C/C=C/c3ccccc3)CC2)c1	-24.0%	-9.7%	-22.4%	0.5%	1.4%	7.3%	6.1%	-17.2%	4.2%
COc1ccc(NC(=O)[C@H](COCc2ccccc2)NC(=O)OC(C)(C)C)cc1	6.6%	0.0%	12.9%	-3.0%	-0.1%	-7.7%	1.7%	-16.7%	-21.1%
Cc1ccc(-c2c(C#N)c(N)n3c(nc4ccccc43)c2C#N)cc1	?	6.9%[57.1 µM]	23.1%[57.1 µM]	-11.3%	3.2%	-9.2%	5.9%	-11.5%	-17.8%
CCC1CCCCN1C(=O)CSc1nc2c(cnn2-c2ccc(C)cc2)c(=O)[nH]1 (stereo not given)	-12.2%	11.0%[57.1 µM]	11.1%[57.1 µM]	-6.0%	12.0%	3.9%	6.4%	-10.0%	37.3%[activator]
Cc1ccccc1CCNC(=O)C1CCC(=O)N(Cc2ccc(Cl)cc2)C1 (stereo not given)	21.2%	-11.9%	-5.0%	1.8%	1.6%	3.4%	0.8%	-7.0%	-23.3%
O=S(=O)(c1ccccc1)N1CCN(Cc2nnc(-c3ccccc3)o2)CC1	.	.	.	-0.6%	.	3.3%	-3.7%	-22.4%	1.7%
COc1ccc(OC)c(NC(=O)CSc2ncccn2)c1	-4.4%	3.2%	6.9%	-7.3%	1.8%	-4.9%	-4.2%	-10.8%	?
CCOC(=O)c1c(NC(=O)CCNCc2ccco2)sc2c1CCC2	-5.8%	-3.6%	-3.7%	2.5%	2.0%	3.5%	6.0%	-17.4%	.
CC(Oc1ccc(Cl)cc1Cl)C(=O)N(C)c1ccccc1 (stereo not given)	-34.8%	6.0%	29.5%	-0.6%	3.2%	0.4%	-0.9%	-19.6%	-9.8%
COc1cccc2sc(=NC(=O)CS(=O)(=O)c3ccc(F)cc3)n(C)c12	-3.3%	-6.0%	-11.8%	2.7%	0.2%	-11.6%	0.1%	-20.6%	7.1%
CC1CCCCC1NC(=O)COC(=O)/C=C/c1ccc2c(c1)OCO2 (stereo not given)	-11.1%	-0.7%[57.1 µM]	-7.1%[57.1 µM]	1.7%	-0.8%	-0.6%	1.4%	-7.0%	-16.6%
CC(C)Sc1nc(SCC(=O)NCc2ccco2)c2c3c(sc2n1)COC(C)(C)C3	-22.4%	-0.8%	?	0.3%	21.2%	6.5%	6.6%	-19.2%	?
Cc1occc1C(=O)N/N=C/c1cccc2ccccc12	-34.8%	6.5%[57.1 µM]	22.1%[57.1 µM]	-7.3%	-2.0%	-7.0%	4.7%	-20.6%	-3.4%
CC(C)NC(=S)N1CCN(Cc2ccc3c(c2)OCO3)CC1	-3.0%	12.6%[11.4 µM]	20.3%[11.4 µM]	-3.3%	-0.9%	-9.3%	5.6%	?	-0.9%
NCC(=O)N1CCC(C(=O)N[C@@H](Cc2c[nH]c3ccccc23)C(=O)O)CC1	11.6%	6.7%	23.3%	0.0%	-3.1%	2.9%	0.0%	-20.4%	3.0%
CS(=O)(=O)N1CCC(C(=O)Nc2ccc(F)c(Cl)c2)CC1	2.2%	-5.3%[57.1 µM]	3.1%[57.1 µM]	1.0%	0.6%	7.4%	-2.3%	-11.2%	0.0%
O=C1C2CC=CCC2C(=O)N1c1n[nH]c(Cc2ccccc2)n1 (stereo not given)	-28.9%	-2.5%	13.3%	-0.2%	2.2%	1.4%	-2.2%	-8.8%	-15.5%
CC1Cc2ccccc2N1C(=O)CN1CCC(n2nnc3cc(C(F)(F)F)ccc32)CC1 (stereo not given)	2.8%[11.4 µM]	9.2%[57.1 µM]	-46.8%	-0.9%	4.6%	2.5%	-4.3%	-14.0%	14.0%
COc1cc(Cl)c(CN2CCC(CCC(=O)NC3CC3)CC2)cc1OC	-0.5%	6.2%	31.3%	2.3%	0.2%	2.1%	-1.3%	-25.0%	87.5%[activator]
O=C(CSc1nc2ccccc2s1)NCC1CCCO1 (stereo not given)	19.8%	1.7%	-1.8%	0.2%	3.3%	5.3%	-6.2%	-5.9%	489.7%[activator]
CCOc1ccc(S(=O)(=O)N2CCC(n3c(C)nc4cccnc43)CC2)cc1	-1.3%	-3.4%[57.1 µM]	-0.6%[57.1 µM]	4.3%	-1.2%	-2.1%	-9.1%	-9.4%	-3.4%
COC(=O)C1=C(C)Nc2c(c(=O)n(C)c(=O)n2C)C1c1cccs1 (stereo not given)	-21.8%	-6.0%	-9.2%	-0.4%	-0.3%	2.0%	3.9%	-1.6%	3.2%
C=CCn1c(SCC(=O)Nc2ccc(OC)cc2)nnc1-c1cnccn1	-2.5%	2.1%	20.3%	0.7%	2.1%	8.4%	29.0%	-26.4%	17.5%
CCCCn1c(SCC(=O)Nc2nnc(CC)s2)nc2ccccc2c1=O	-8.1%	-0.3%[57.1 µM]	6.7%[57.1 µM]	0.1%	9.2%	2.6%	-1.0%	-4.3%	-0.2%
COc1ccc(NC(=O)CSC(C)c2nc3ccccc3c(=O)[nH]2)cc1 (stereo not given)	10.4%	-7.4%	-3.3%	0.7%	-0.3%	-2.2%	8.8%	-19.9%	0.2%
COc1ccc(C(=O)N/C(=C\c2ccccc2)C(=O)Nc2ccc(C(=O)O)cc2)cc1	-3.0%	-12.0%	5.7%	-1.7%	0.3%	-1.4%	-3.6%	-16.0%	-4.0%
Cc1cc(C)cc(NC(=O)CCNC(=O)c2ccc([N+](=O)[O-])cc2)c1	-1.1%	-0.7%	?	0.3%	0.7%	6.1%	0.0%	-27.9%	348.9%[activator]
O=C(Cn1c(=O)cnc2ccccc21)N1CCCc2ccccc21	4.1%	1.3%	14.7%	-0.5%	-2.2%	2.2%	2.5%	-7.3%	-4.9%
CCC(CC)C(=O)c1c[nH]c(C(=O)NCCc2ccccn2)c1	-9.3%[11.4 µM]	8.2%[57.1 µM]	4.4%[57.1 µM]	-6.0%	-3.5%	6.4%	-0.9%	-7.8%	4.2%
COc1ccc(-n2ccc(=O)c3c2CCCC3=O)cc1	-3.7%	-3.9%	2.8%	0.3%	0.1%	-2.8%	-1.1%	-13.4%	114.7%[activator]
O=S1(=O)CCN2N=C(C34CC5CC(CC(C5)C3)C4)SC2=N1	-4.4%	9.0%[57.1 µM]	19.5%[57.1 µM]	0.8%	0.1%	7.3%	23.3%	-9.4%	263.7%[activator]
CC(C)Cn1c(N)c(C(=O)CSc2nccn2C)c(=O)n(C)c1=O	-2.0%	-13.7%	-17.5%	1.7%	-1.3%	-9.7%	3.6%	3.1%	-8.3%
CCC(C)[C@H](NC(=O)NC1CCCc2ccccc21)C(=O)O (stereo not given in full)	22.7%	-4.2%	13.0%	-1.3%	1.7%	1.4%	8.4%	3.4%	4.3%
O=C(Nc1ccc(F)cc1)c1cccc(N2CCCS2(=O)=O)c1	-14.9%	1.2%[57.1 µM]	12.2%[57.1 µM]	5.5%	0.1%	1.5%	17.8%	?	-5.8%
C[C@@H](NC(=O)c1[nH]cnc1C(=O)Nc1ccccc1F)c1ccccc1	.	.	.	3.3%	.	-12.1%	5.3%	-19.7%	?
CC(/C=C1\SC(=S)N(c2ccc(C(=O)O)cc2)C1=O)=C\c1ccccc1	?	-0.9%	9.4%	0.2%	-2.9%	-5.7%	23.3µM*	-24.3%	35.5µM*
Cc1cc(C)c2c(-n3cccc3)c(C(=O)NCc3cccc(F)c3)sc2n1	-34.1%	4.0%	15.9%	9.0%	5.7%	2.6%	-7.1%	-24.9%	-7.9%
COc1ccc(CC2(CO)CCN(Cc3cc4ccccc4o3)CC2)cc1	8.4%	-6.4%	10.4%	2.7%	-3.5%	-10.4%	-1.6%	-13.8%	?
COc1ccc(OCc2cc(C(=O)NCC3(C)COC3)no2)c(Cl)c1	18.0%	-10.9%	-16.1%	-8.2%	2.0%	-1.3%	5.3%	1.2%	-0.2%
O=C(OCC(=O)N1CCOCC1)c1ccc(F)cc1Cl	13.0%	-3.8%	-4.2%	-2.1%	-3.2%	-1.1%	-2.7%	-4.0%	15.4%
COc1cc(OC)c(NC(=O)C2CCN(S(=O)(=O)c3c(C)noc3/C=C/c3c(C)cc(C)cc3C)CC2)cc1Cl	-5.7%	2.8%[57.1 µM]	8.7%[57.1 µM]	-2.2%	1.9%	3.8%	-18.9%	-8.1%	-19.0%

# Screening data as filed in PubChem.

# These rows are one share of the data; the hit share may differ from the screen's.
